Y pestis TopoI – inhibitors of Yersinia pestis topoisomerase I. activity, % at 10 µM. Y. pestis Topo-I cleavage product accumulation, plate reader. hit rate 0.064% among 360,000. AID 504884; in the data active = activity above about 50%, passing the limit was not always enough; also: inactives centre near 2
SARS 3CLpro inh – SARS-CoV 3CLpro protease inhibition; P0C6X7; recombinant SARS-CoV 3CLpro, quenched FRET peptide cleavage; inhibition, % at 6 µM; hit rate 0.14% among 290,000; AID 1706; in the data active = inhibition above about 12%
Vc quorum ag – inducers of Vibrio cholerae quorum light production without autoinducers. activation, % at 18.7 µM. V. cholerae BH1578 lux reporter, luminescence, 6 h. hit rate 0.16% among 350,000. AID 588436; in the data active = activation mostly above about 9.7%, no sharp cut-off; also: not every result past the cut was called active; inactives centre near 0; reference of the scale not given here
VHR inh abs – inhibitors of human VHR1 phosphatase (DUSP3) | inhibition, % at 13.3 µM | recombinant VHR phosphatase, pNPP absorbance | hit rate 0.52% among 290,000; in the data active = inhibition above about 50%; also: some compounds called inactive have numbers as strong as hits
Target sequence (P51452 whole entry, looked up): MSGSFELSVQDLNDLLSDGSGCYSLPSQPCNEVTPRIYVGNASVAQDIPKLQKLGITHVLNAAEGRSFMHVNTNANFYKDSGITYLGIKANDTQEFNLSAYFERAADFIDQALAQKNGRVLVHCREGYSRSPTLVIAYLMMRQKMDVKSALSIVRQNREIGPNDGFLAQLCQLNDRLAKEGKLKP
Anthrax LF prot – anthrax lethal factor protease inhibition; P15917; multiplex microsphere protease cleavage assay, LF; inhibition, % at 10 µM; hit rate 0.12% among 360,000; AID 588501; also: plate controls were buffer without enzyme for full effect and enzyme alone for no effect
Target sequence (P15917 whole entry, looked up): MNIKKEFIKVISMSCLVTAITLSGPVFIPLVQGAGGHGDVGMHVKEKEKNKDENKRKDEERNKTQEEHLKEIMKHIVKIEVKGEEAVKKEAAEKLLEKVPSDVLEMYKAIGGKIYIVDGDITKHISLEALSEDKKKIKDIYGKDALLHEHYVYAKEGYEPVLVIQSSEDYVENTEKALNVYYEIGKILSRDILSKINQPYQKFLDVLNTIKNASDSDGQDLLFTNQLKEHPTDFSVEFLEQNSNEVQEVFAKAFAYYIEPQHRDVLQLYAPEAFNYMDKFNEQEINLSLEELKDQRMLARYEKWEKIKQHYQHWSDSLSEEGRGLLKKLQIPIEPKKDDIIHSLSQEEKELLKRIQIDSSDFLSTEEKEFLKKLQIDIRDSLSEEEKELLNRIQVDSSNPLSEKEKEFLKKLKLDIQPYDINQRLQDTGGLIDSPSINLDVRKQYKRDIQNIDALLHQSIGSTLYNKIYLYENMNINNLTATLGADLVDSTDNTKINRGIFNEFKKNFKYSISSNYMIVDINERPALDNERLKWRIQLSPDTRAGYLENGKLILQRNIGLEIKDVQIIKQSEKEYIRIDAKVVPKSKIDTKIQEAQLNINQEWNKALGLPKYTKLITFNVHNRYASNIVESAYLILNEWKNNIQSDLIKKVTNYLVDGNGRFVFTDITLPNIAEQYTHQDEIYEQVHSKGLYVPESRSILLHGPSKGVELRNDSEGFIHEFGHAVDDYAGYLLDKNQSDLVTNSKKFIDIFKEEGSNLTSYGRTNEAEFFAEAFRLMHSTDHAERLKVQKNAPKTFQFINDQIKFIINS
CCHFV vOTU inh – blocks the CCHF virus ovarian tumor domain protease | CCHFV vOTU protease, Pep-AMC fluorescence | inhibition, % at 11.5 µM | hit rate 0.55% among 370,000 | AID 651958; in the data active = inhibition above about 30%; also: 0% = vehicle wells with enzyme and 100% = no enzyme wells
TcdB GH inh – blocks C. difficile toxin B glycohydrolase activity; P18177; inhibition, % at 9.99 µM; TcdB glycohydrolase enzymatic assay, plate reader; hit rate 0.24% among 350,000; in the data active = inhibition above about 10%
PfHsp40 rescue – rescue of PfHsp40-mediated yeast toxicity. S. cerevisiae expressing PfHsp40, growth rescue, ATP luminescence. hit rate 0.68% among 340,000. growth rescue, % at 12.5 µM; in the data active = growth rescue above about 28%, passing the limit was not always enough;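 also: yeast W303a lacking pdr1 and pdr3 grown in galactose medium; growth measured after three days at 30 °C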
SSB-PriA inh – K. pneumoniae PriA-SSBct interaction inhibition; inhibition, % at 33 µM; hit rate 0.6% among 430,000; AlphaScreen SSBct-PriA binding, biotinylated peptide; AID 1272365; in the data active = inhibition mostly above about 37%, no sharp cut-off; inactive = mostly below about 20%;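 also: plate controls were negative control peptide for no effect and reference peptide for full effect; strong numbers were not always called active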
BoNT A protease – inhibitors of Botulinum neurotoxin A light chain protease. multiplex microsphere protease substrate cleavage, flow cytometry. inhibition, % at 10 µM. hit rate 0.17% among 360,000; also: plate controls were buffer without enzyme for full effect and enzyme alone for no effect
* hit, by the source's call; i = inactive; · = not tested or not shown; & = joins results of further samples. Rule as the data show it, unless noted: active = inhibition above about 30%; inconclusive = no clear call, values can overlap the other calls; inactive = below that. A portion of the library; the hit share may differ from the screen's.

SMILES | Y pestis TopoI | SARS 3CLpro inh | Vc quorum ag | VHR inh abs | Anthrax LF prot | CCHFV vOTU inh | TcdB GH inh | PfHsp40 rescue | SSB-PriA inh | BoNT A protease
Cc1cc(C)nc(Nc2nc(=O)c3ccccc3s2)n1 | -5 | -2 | i | 21 | 1 | -9 | · | 1.1 | -16 | 0.1
O=C(CN(c1ccccc1)S(=O)(=O)c1ccccc1[N+](=O)[O-])Nc1ccccc1C(=O)N1CCOCC1 | -1 | 3 | -0.2 | 6 | 1 | -2 | 0.8 | -0.8 | 3 | -0.4
CC(C)c1ccc(N2C(=NC(=O)C3CC3)SC3CS(=O)(=O)CC32)cc1 (stereo unspecified) | -6 | -6 | i | 33 | -3 | 6 | 0.9 | -1.3 | -8 | -1.9
COc1cc(OC)nc(NC(=O)NS(=O)(=O)c2ccc(OC(F)(F)F)cc2)n1 | 7 | -6 | 0.6 | 20 | 3 | 3 | · | 0.1 | -12 | 0.4
O=S(=O)(c1ccc(Cl)c2ccccc12)N1CCCC1 | -1 | -2 | 0.0 | 30 | 1 | 16 | 0.2 | -0.9 | -2 | 0.3
c1ccc2c(NCC3CCCO3)nc(N3CCOCC3)nc2c1 (stereo unspecified) | -7 | 2 | -0.6 | 39 | -4 | -64 | 0.2 | -0.8 | 0 | 0.4
CCOc1ccc2nc(N3CCOCC3)nc(C)c2c1 | -11 | 1 | i | -15 | 5 | -62 | · | -1.6 | -44 | 0.9
COCc1c(Br)c(C)nc2sc3c(=O)[nH]nnc3c12 | -1 | 0 | -6.7 | 7 | 1 | 10 | 1.9 | -1.0 | -1 | -4.1
COc1ccc(Cl)cc1NC(=O)CNc1ccccc1N1CCOCC1 | 1 | 0 | -0.4 | 2 | -3 | 4 | 1.1 | -1.4 | 2 | -0.1
CCOC(=O)Cc1nnc(NC(=O)c2ccccc2OCC)s1 | 9 | -5 | -1.4 | -14 | -2 | -1 | · | -0.4 | -37 | -0.3
O=C(Nc1cc(C(F)(F)F)ccc1N1CCOCC1)C1CC1 | 0 | · | i | · | 7 | -9 | 0.3 | -0.9 | -1 | -0.8
Cc1ccc(C)c(NC(=O)CS(=O)(=O)c2cccc3nsnc23)c1 | 11 | 7 | -0.1 | 33 | 4 | -1 | 0.4 | -0.8 | -5 | -0.3
CS(=O)(=O)c1nc(S(=O)(=O)c2ccc(Cl)cc2)c(N2CCC3(CC2)OCCO3)s1 | 10 | -2 | i | 11 | -2 | 16 | 2.2 | 0.4 | -1 | -0.7
Cc1c(C)c2ccc(OCC(=O)NCCCn3ccnc3)c(C)c2oc1=O | 1 | -2 | i | 64 | 2 | -13 | 0.6 | 0.1 | -5 | -0.5
Cc1cccc(C)c1OCc1nnc(SCC(=O)Nc2cccc(C(=O)N3CCOCC3)c2)n1C | 13 | 0 | i | 8 | -10 | 6 | 1.3 | 0.3 | -2 | -0.2
COc1ccccc1N(C)S(=O)(=O)c1ccc(Cl)c(C(=O)NCc2cccnc2)c1 | -9 | · | 2.9 | · | -3 | -9 | 1.6 | -2.1 | -10 | 2.5
CC(=O)N(C(C)=O)N1C(=O)c2cccc3c(N4CCOCC4)ccc(c23)C1=O | -2 | 3 | -0.3 | 17 | -3 | 13 | 0.6 | -0.2 | 0 | 1.4
O=C(CC(C(=O)O)c1ccccc1)Nc1ccccc1 (stereo unspecified) | 4 | -2 | -0.2 | 2 | 0 | -2 | · | -0.9 | 0 | 0.0
COC(=O)c1cc(Cl)c(NC(=O)c2ccco2)cc1OC | -1 | -3 | 6.2 | 7 | 0 | 13 | · | -0.7 | -9 | 0.5
CSc1ncccc1C(=O)OCC(=O)c1ccc(Br)s1 | -10 | 5 | i | 9 | -2 | -2 | -0.1 | 1.0 | -22 | 0.7
CN(C)/C=C/C(=O)c1ccc2noc(-c3ccc(F)cc3)c2c1 | -6 | -7 | -0.6 | -2 | 9 | -3 | 0.0 | -1.3 | 6 | 2.9
COc1ccc(N2CCN(C(=O)[C@@H](NC(=O)c3cc(OC)cc(OC)c3)C(C)C)CC2)cc1 | 5 | 8 | 0.9 | 16 | 8 | 8 | 1.7 | 1.5 | -6 | 1.5
CC1Cc2ccccc2N1C(=O)CCNS(=O)(=O)c1ccc2c(c1)CCC(=O)N2 (stereo unspecified) | 3 | -5 | -0.3 | 18 | · | -2 | · | -1.4 | 3 | ·
CCOC(=O)c1ccccc1NCN1C(=O)CSC1=O | 2 | -5 | -0.4 | -1 | -5 | -12 | · | 0.1 | -11 | -1.6
Cc1ccc(NC(=S)N(CCN(C)C)Cc2cc3cc(C)cc(C)c3[nH]c2=O)cc1 | 7 | 0 | -0.3 | -13 | 0 | -9 | 0.5 | -0.2 | 12 | 0.9
Cc1ccc([C@@H]2[C@@H]3C(=O)N(C)C(=O)[C@@H]3[C@]3(C)C(=O)N(Cc4ccc(-c5ccccc5)cc4)CC(=O)N23)o1 | 26 | -4 | i | -7 | -1 | -6 | 1.2 | -0.7 | -2 | -0.1
Cc1ccc(N(Cc2ccccc2)C(=O)c2cccc(F)c2)cc1 | 15 | -3 | -0.5 | 10 | 0 | 9 | -1.4 | 0.5 | -32 | -2.4
COc1ccc2c(Cl)c(-c3nnco3)sc2c1 | -1 | -5 | · | -2 | 0 | 9 | · | 0.1 | -18 | 0.2
COc1ccc(S(=O)(=O)NCc2ccc(C(=O)NCCCN3CCCC(C)C3)cc2)cc1 (stereo unspecified) | 4 | 0 | 2.7 | -4 | -2 | -13 | 0.8 | 0.1 | -2 | -3.6
Cc1ccc(NC(=O)C(c2ccccc2)N2CCN(CC(=O)NC3CC3)CC2)cc1 (stereo unspecified) | -1 | · | 1.9 | · | -6 | 9 | 0.6 | -1.5 | -14 | -0.3
COCCNC(=O)COc1ccc(Nc2ccccc2)cc1 | -2 | 0 | -0.7 | 10 | -4 | 1 | · | 0.3 | -15 | -0.1
CN1C(=O)c2ccc(NC(=O)c3ccc(Cl)cc3Cl)cc2C1=O | 0 | -6 | -0.3 | -3 | · | -21 | -2.4 | 0.9 | 0&11 | ·
Cc1cc(C)n(C(=O)COc2ccccc2[N+](=O)[O-])n1 | -6 | 5 | -0.6 | -1 | 0 | -9 | 1.3 | 0.5 | -13 | -0.3
CCN1C(=O)N[C@@H](CCc2ccccc2)[C@H](C(=O)OC)[C@H]1C | 1 | · | 0.8 | · | -8 | -3 | 2.1 | -1.1 | -2 | 0.1
COc1ccc(C2=NC(C)(C)Cc3cc(OC)c(OC)cc32)cc1 | -4 | -10 | 0.5 | 11 | -5 | 6 | 2.0 | -0.4 | 5 | -9.6
Cc1cccc(NC(=O)CSCC(=O)N(C)Cc2ccc(Cl)c(Cl)c2)c1 | 31 | · | 0.7 | · | -6 | 2 | 0.3 | 5.9 | 1 | -0.1
O=[N+]([O-])c1ccc(NC(=S)NCc2ccncc2)cc1 | -10 | 1 | 1.3 | 36 | -2 | 19 | 1.3 | 0.6 | -1 | 0.3
O=C(O)CCn1cc(C(=O)O)c(-c2ccccc2)n1 | 5 | -2 | -3.1 | 13 | 3 | 1 | -0.2 | -1.4 | -2 | -0.5
O=C(NCc1ccco1)c1ccc(S(=O)(=O)N2CCCc3ccccc32)cc1 | 16 | 3 | i | -4 | -8 | 23 | · | 3.0 | -4 | -1.2
O=C(N/N=C/c1coc2ccccc2c1=O)c1cc(Br)ccc1O | 5 | 0 | i | 24 | -2 | -11 | 3.2 | 89* | · | 0.5
CCN(CC)C(=O)c1cc(C(C)(C)C)c(O)c(C(C)(C)C)c1 | 13 | 4 | -1.9 | -5 | -3 | -4 | · | -0.1 | 0 | 0.2
COc1ccc(-c2cc(C(=O)OC3CCOC3=O)c3ccccc3n2)cc1OC (stereo unspecified) | -8 | -2 | 3.6 | -2 | 4 | 15 | · | 2.1 | -18 | 4.0
Cc1noc(C)c1CSCC(=O)Nc1cccc(C(F)(F)F)c1 | 4 | · | -2.9 | · | 6 | -3 | 0.0 | -0.2 | -2 | 2.2
Brc1ccc(CN2CC[C@H]3C=CCc4cccc(c43)C2)cc1 | 19 | · | i | · | -6 | 0 | 2.3 | -0.6 | -3 | -1.9
CCOC(=O)c1c(C)[nH]c(C(=O)OCC(=O)N2CCN(S(=O)(=O)c3ccc(C)cc3C)CC2)c1C | -4 | · | i | · | -5 | 10 | -0.6 | 0.1 | 7 | 0.0
C/C(=N\Nc1ccccn1)c1ccc(C#N)cc1 | 2 | 0 | i | 14 | -4 | 13 | -1.6 | -0.8 | · | -0.3
CC(OC(=O)c1cccc(-n2cnnn2)c1)C(=O)NC1(C#N)CCCCC1 (stereo unspecified) | 4 | · | -2.5 | · | 0 | 13 | 1.4 | -0.9 | -9 | 0.9
COc1ccc(-c2nc3cc(C)c(Br)c(C)n3c2Cc2ccc(C)cc2)cc1OC | · | · | · | · | 3 | 8 | 0.4 | · | · | 3.0
O=C(O)CCCCCCCCCC[n+]1ccccc1 | 3 | 3 | i | 14 | 1 | 8 | -0.2 | -0.4 | 6 | -0.8
Clc1ccccc1/C=N/c1cc(-c2ccccc2)nn1-c1ccccc1 | -5 | 7 | i | 19 | -1 | -6 | · | 1.6 | · | 1.0
Cc1ccc(S(=O)(=O)n2ccc(-c3cccc(OCc4c(F)cccc4Cl)c3)n2)cc1 | -2 | 4 | -3.8 | 6 | 2 | -2 | · | -0.2 | -7 | 0.4
Cc1ccc(C(O)c2ncc(-c3cccc(F)c3)[nH]2)cc1 (stereo unspecified) | 5 | · | i | · | -7 | 4 | 1.2 | · | · | 0.2
COc1ccc(NC(=O)COc2ccc(/C=C/c3cc[n+](C)cc3)cc2OC)cc1 | -5 | -7 | -0.2 | -17 | -2 | 5 | 1.6 | -0.5 | -6 | 0.9
O=C(O)c1cc2nc(-c3ccc(F)cc3)cc(C(F)(F)F)n2n1 | 2 | 7 | 0.7 | -10 | 0 | -1 | · | -1.2 | -16 | 0.3
Cc1cnc(NC(=O)C2CCCC2)s1 | 0 | 2 | i | 8 | 3 | -5 | · | -0.6 | 4 | -0.1
CC(=O)Nc1ccc(N2CCN(C(C)=O)CC2)cc1 | -5 | 4 | i | -4 | -6 | -11 | -2.6 | 0.9 | 3 | 0.1
Cc1ccc(F)c(C2C3C=CCC(c4cccc(-c5ccc(N(C)C)cc5)c4)C3C(=O)N2Cc2ccccc2)c1 (stereo unspecified) | -8 | · | 0.0 | 19 | 4 | 0 | 0.9 | -1.2 | 1 | -1.4
CCOc1ccc(-c2cccc(NS(=O)(=O)c3cc([N+](=O)[O-])ccc3Cl)c2)nn1 | 6 | · | i | · | 10 | 17 | 5.0 | 0.1 | 13 | 3.8
COC(=O)c1ccccc1NC(=O)CCc1ccccc1 | -5 | 0 | -0.7 | -14 | -4 | -1 | 3.5 | -0.4 | -39 | -1.3
O=C(Cn1nc(C(F)(F)F)cc1C1CC1)NCc1ccccc1F | -2 | 0 | -0.4 | 5 | -1 | -7 | 1.0 | -0.2 | -11 | -1.1

Whole records, quoted from the list. Screens in order: Y pestis TopoI | SARS 3CLpro inh | Vc quorum ag | VHR inh abs | Anthrax LF prot | CCHFV vOTU inh | TcdB GH inh | PfHsp40 rescue | SSB-PriA inh | BoNT A protease
CCN(CC)C(=O)c1cc(C(C)(C)C)c(O)c(C(C)(C)C)c1 is listed with 13 | 4 | -1.9 | -5 | -3 | -4 | · | -0.1 | 0 | 0.2
Cc1cccc(C)c1OCc1nnc(SCC(=O)Nc2cccc(C(=O)N3CCOCC3)c2)n1C is listed with 13 | 0 | i | 8 | -10 | 6 | 1.3 | 0.3 | -2 | -0.2
O=[N+]([O-])c1ccc(NC(=S)NCc2ccncc2)cc1 is listed with -10 | 1 | 1.3 | 36 | -2 | 19 | 1.3 | 0.6 | -1 | 0.3
O=C(O)CCn1cc(C(=O)O)c(-c2ccccc2)n1 is listed with 5 | -2 | -3.1 | 13 | 3 | 1 | -0.2 | -1.4 | -2 | -0.5

Screens as filed in PubChem.
